# Screening results deposited in PubChem BioAssay by Sanford-Burnham Center for Chemical Genomics.
# A3A deaminase = human APOBEC3A DNA deaminase inhibition | P31941 | recombinant A3A, FAM/TAMRA ssDNA deamination fluorescence | inhibition, % at 20 µM | hit rate 0.41% among 330,000;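 active = at least 40% inhibition at 20 µM here, with at most 30% in a related deaminase screen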;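 note: plate controls were A3A with DMSO for no effect and wells lacking A3A enzyme for full effect; some results filed as inactive read as strong as hits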
# Target sequence (P31941 whole entry, looked up): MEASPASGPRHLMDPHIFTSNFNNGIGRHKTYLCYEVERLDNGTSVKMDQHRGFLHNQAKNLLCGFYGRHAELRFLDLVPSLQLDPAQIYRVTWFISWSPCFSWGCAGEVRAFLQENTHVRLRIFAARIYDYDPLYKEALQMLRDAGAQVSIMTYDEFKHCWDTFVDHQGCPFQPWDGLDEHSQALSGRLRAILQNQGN
# mIAP activ = increases mouse intestinal alkaline phosphatase activity. muIAP, CDP-Star luminescence, 30 min; hits give high values; 1 = vehicle-only enzyme signal, 0 = enzyme-free wells. activation factor at 10 µM. hit rate 0.24% among 330,000. AID 2805;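 active = activation factor of at least 2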; note: the source names both 10 and 20 µM as test concentration; values of inactives mirror those of a sister screen read the other way
#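 Assay system: mouse IAP enzyme / Compound: DMSO-dissolved test compounds / Timing: 30 min, room temperature / Measured by: luminescence from enzymatic CDP-Star hydrolysis / Control set: DMSO-only wells, enzyme-free buffer wells as negative control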
# HKDC1 inh = blocks human hexokinase HKDC1 activity; Q2TB90; hit rate 0.16% among 340,000; AID 493160; inhibition, % at 20 µM; recombinant HKDC1, G6PDH/diaphorase resazurin coupled fluorescence;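 active = inhibition above about 35% when tested at 20 µM, limit read from the data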;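 note: plate controls were DMSO wells with enzyme for no effect and DMSO wells lacking enzyme for full effect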
#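 Test system: recombinant HKDC1 (HK5) hexokinase enzyme, produced in-house; Amount: enzyme 5 µg/mL final; Buffer or medium: Tris pH 8.0 buffer with MgCl2, Tween-20, BSA, BME; Reagent: glucose and ATP substrates; Doses: 20 µM test compound, 1% DMSO; Incubation: 90 min reaction incubation at room temperature, dark; Detection: resorufin fluorescence at 613 nm.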
# PfGluPho inh = PfG6PD (Plasmodium falciparum) enzyme inhibition | PfGluPho enzyme, NADPH resazurin-diaphorase fluorescence | inhibition, % at 20 µM | hit rate 0.78% among 350,000;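 active = inhibition reaching at least a set limit at 20 µM in the primary screen, cut at about 59% in these data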;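 note: 0% = DMSO wells with substrate and 100% = DMSO wells lacking glucose-6-phosphate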
# hIAP act = human IAP activation | activation factor at 10 µM | AID 2524 | hit rate 0.16% among 330,000 | purified human IAP, CDP-Star luminescence, 30 min; hits give high values; 1 = vehicle-only enzyme, 0 = enzyme-free background;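 active = activation factor of the enzyme at least 2-fold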; note: the source names both 10 and 20 µM as test concentration; values of inactives mirror those of a sister screen read the other way
# Target sequence (P09923 whole entry, looked up): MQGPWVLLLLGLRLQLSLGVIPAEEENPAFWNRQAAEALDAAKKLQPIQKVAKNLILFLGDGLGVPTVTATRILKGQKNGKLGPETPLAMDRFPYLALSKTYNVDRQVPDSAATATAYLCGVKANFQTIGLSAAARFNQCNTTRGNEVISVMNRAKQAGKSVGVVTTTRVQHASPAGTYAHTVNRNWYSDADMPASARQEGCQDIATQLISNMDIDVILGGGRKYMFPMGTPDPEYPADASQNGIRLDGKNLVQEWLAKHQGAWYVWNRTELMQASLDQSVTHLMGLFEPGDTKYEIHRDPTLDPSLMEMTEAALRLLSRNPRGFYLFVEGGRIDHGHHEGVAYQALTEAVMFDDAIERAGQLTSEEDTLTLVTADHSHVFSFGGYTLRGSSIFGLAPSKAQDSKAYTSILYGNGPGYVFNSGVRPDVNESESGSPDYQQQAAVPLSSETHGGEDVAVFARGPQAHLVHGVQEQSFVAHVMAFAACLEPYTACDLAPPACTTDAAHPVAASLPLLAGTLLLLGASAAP
# ATG4B inhibitor = inhibitors of human ATG4B cysteine protease. ATG4B cleavage of LC3-PLA2, NBD-HPC fluorescence, 1 h. inhibition, % at 8.33 µM. hit rate 0.51% among 340,000. AID 504462; in the data active = inhibition above about 40%
# Target sequence (Q9Y4P1 whole entry, looked up): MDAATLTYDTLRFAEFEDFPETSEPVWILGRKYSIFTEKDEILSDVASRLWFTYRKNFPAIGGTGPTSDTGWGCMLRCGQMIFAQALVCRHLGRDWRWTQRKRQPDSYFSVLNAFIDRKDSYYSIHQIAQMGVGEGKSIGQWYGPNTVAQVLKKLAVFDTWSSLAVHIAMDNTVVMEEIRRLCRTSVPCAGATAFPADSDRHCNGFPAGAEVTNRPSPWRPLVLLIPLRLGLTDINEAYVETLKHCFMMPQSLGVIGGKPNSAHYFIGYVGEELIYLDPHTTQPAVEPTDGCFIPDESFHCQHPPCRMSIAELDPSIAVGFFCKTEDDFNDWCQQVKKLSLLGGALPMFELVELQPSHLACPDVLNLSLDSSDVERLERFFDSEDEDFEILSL
# mIAP block = blocks mouse intestinal alkaline phosphatase | purified mouse IAP, CDP-Star luminescence, 30 min | hit rate 0.2% among 330,000 | inhibition, % at 10 µM;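 active = inhibition of at least 40% at 10 µM in the primary screen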;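 note: plate controls were DMSO with enzyme for no effect and no enzyme wells for full effect; values of inactives mirror those of a sister screen read the other way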
# hIAP block = blocks human intestinal alkaline phosphatase. P09923. purified IAP, CDP-Star luminescence, 30 min. inhibition, % at 10 µM. hit rate 0.12% among 330,000. AID 2544;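 active = inhibition reaching a set limit with compound at 10 µM in the primary screen, cut at about 35% in these data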;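 note: plate controls were DMSO wells with enzyme for no effect and no-enzyme buffer wells for full effect; values of inactives mirror those of a sister screen read the other way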
# The depositor's hits bear a star.
1	C/C(=N\Nc1nc2ccc(Cl)cc2o1)c1ccccc1
2	CCOC(=O)c1sc2nc(C)nc(NCCc3ccc(S(N)(=O)=O)cc3)c2c1C
3	Cc1[nH]c2ccccc2c1C(=O)COC(=O)Cn1c(C)nc2ccccc21
4	Cc1nn(C)cc1CNC(=O)COc1ccc(Cl)cc1Cl
5	Cc1cc(N2CCN(C)CC2)nc2ccc(NC(=S)N3CCOCC3)cc12
6	Cc1ccc(C)c(NC(=O)CSc2nnc3n2CCCCC3)c1
7	c1csc(-c2noc(CN3CCc4sccc4C3)n2)c1
8	Cn1cnc2c(NCc3ccco3)ncnc21
Screen / compound no.	1	2	3	4	5	6	7	8
A3A deaminase	-3	-4	3	-3	2	-2	-2	3
mIAP activ	0.99	0.94	1	1.1	1	0.92	1	1.1
HKDC1 inh	-1	4	-10	0	-3	0	11	-3
PfGluPho inh	51	6	-19	-24	7	-7	-20	-5
hIAP act	0.93	0.94	0.89	1	0.87	0.91	0.94	0.97
ATG4B inhibitor	-8	-3	-8	-4	-6	11	1	-4
mIAP block	1	6	-2	-6	-1	8	0	-6
hIAP block	7	6	11	-5	13	9	6	3

9	O=C(COC(=O)c1ccccc1SCC(=O)NC1CCS(=O)(=O)C1)NC1CCS(=O)(=O)C1 (stereo not given)
10	COC(=O)NC(=S)Nc1ccc(Oc2ccc(Cl)cc2)c(Cl)c1
11	C[C@H](CO)N1C[C@H](C)[C@@H](CN(C)C(=O)Nc2ccc(F)cc2)Oc2ccc(NS(C)(=O)=O)cc2C1=O
12	CN(C)c1ccc(NC(=O)Nc2cccc(Cl)c2)cc1
13	Cc1ccc(-c2nc3sc4c(c3c(=O)n2N)CCCC4)cc1
14	O=[N+]([O-])c1cccc(/C=N/N2CCN(Cc3ccc(Cl)cc3)CC2)c1
15	COc1ccc([N+](=O)[O-])cc1NC1C2CC3CC(C2)CC1C3 (stereo not given)
16	CSc1nc(C)[nH]c(=O)c1C#N
Screen / compound no.	9	10	11	12	13	14	15	16
A3A deaminase	0	-1	0	-3	2	-1	0	-2
mIAP activ	1	0.91	1.1	1.2	1	0.85	0.89	1.1
HKDC1 inh	-13	-6	3	3	-1	3	-2	-4
PfGluPho inh	-13	56	-5	20	3	10	-10	8
hIAP act	1.8	0.93	0.87	0.87	0.86	0.92	0.9	1.2
ATG4B inhibitor	2	2	-4	0	12	-3	1	1
mIAP block	-2	9	-9	-20	-1	14	11	-10
hIAP block	-76	7	13	13	14	8	10	-15

17	O=C(Nc1cccc(-n2cnnn2)c1)c1cc(Cl)ccc1Cl
18	O=C(COC(=O)c1cc(S(=O)(=O)N2CCOCC2)ccc1O)NCC1CCCO1 (stereo not given)
19	COCCCN1C2=C(C(=O)CC(C)(C)C2)C(c2ccc(OC)c(OC)c2)C2=C1CC(C)(C)CC2=O
20	Cc1sc2ncnc(SC(C)C(=O)N3c4ccccc4Sc4ccccc43)c2c1C (stereo not given)
21	CSc1nnc(-c2cccn(Cc3ccccc3)c2=O)o1
22	CCC1C(=O)NCCN1C(=O)CCc1nnc(CCc2ccc(OC)cc2)o1 (stereo not given)
23	Cc1cccc(OCC(=O)Nc2cccc(C(=O)NCC(C)C)c2)c1
24	COc1ccc(OC)c(CN2C(=O)CCC2(C)C(=O)NC2CCCCCC2)c1 (stereo not given)
Screen / compound no.	17	18	19	20	21	22	23	24
A3A deaminase	-7	-3	-4	0	0	-3	-1	-5
mIAP activ	0.89	0.95	1	1.1	0.9	0.94	1.1	0.98
HKDC1 inh	2	6	-1	8	-9	1	-5	-5
PfGluPho inh	11	-1	-8	-7	-8	-4	-12	2
hIAP act	1.1	0.99	1.1	1.1	1	1.1	1	0.89
ATG4B inhibitor	-4	-4	-5	13	-3	-1	10	-8
mIAP block	11	5	-2	-6	10	6	-10	2
hIAP block	-10	1	-7	-6	-2	-12	-4	11

25	CC1CCC(NS(=O)(=O)c2cccc3nsnc23)CC1 (stereo not given)
26	COc1ccc(CN(Cc2ccc(C(=O)O)cc2)C(=S)Nc2ccccc2Cl)cc1OC
27	O=C(CSc1c2c(nc3ccccc13)CCCC2)NCc1ccco1
28	Cc1cccn2c(=O)c3cc(C(=O)NCCN4CCOCC4)n(C)c3nc12
29	Cc1ccc(C(=O)N2CC(=O)Nc3ccc(F)cc3C2c2ccc(F)cc2)cc1 (stereo not given)
30	COc1ccc2cc(C3(C)NC(=O)N(CC(=O)NCC(F)(F)F)C3=O)ccc2c1 (stereo not given)
31	O=C(COC(=O)c1ccc(Cl)c(S(=O)(=O)N2CCCCC2)c1)NCC1CCCO1 (stereo not given)
32	CN(CC(=O)Nc1ccc(F)c(F)c1F)C(=O)c1ccc(-n2cncn2)cc1
Screen / compound no.	25	26	27	28	29	30	31	32
A3A deaminase	-1	-2	-3	7	-6	-4	-2	4
mIAP activ	0.94	1	1	1	1	1	0.93	0.99
HKDC1 inh	0	5	-4	0	-1	-4	-6	-4
PfGluPho inh	-5	-18	2	1	-5	1	-27	-2
hIAP act	1	1.1	0.95	1.2	1.1	0.94	0.92	0.98
ATG4B inhibitor	-7	2	-4	14	3	1	-2	-36
mIAP block	6	-1	-2	-3	0	-1	7	1
hIAP block	-4	-5	5	-21	-8	6	8	2

33	O=C(CSc1nncs1)N1CCN(C(=O)c2ccco2)CC1
34	C/C(=N/NC(=O)c1cccs1)c1cccc(NC(=O)C2CC2)c1
35	O=CN1CCN(C(=O)c2ccc3c(c2)OCO3)CC1
36	C=CCNc1nc(Cl)nc(Nc2ccc([N+](=O)[O-])cc2)n1
37	Cc1nc2[nH]c(=O)c3c(n2n1)NC1=C(C(=O)CC(C)(C)C1)C3c1ccccc1 (stereo not given)
38	COC(=O)CNc1cc(S(=O)(=O)N2CCCCC2)ccc1Oc1cccc(C)c1
39	Cc1ccccc1Cn1nnc(C(=O)Nc2ccc3c(c2)OCCO3)c1N
40	O=C(Nc1ccc2c(c1)OCO2)N1CCN(c2ccccc2Cl)CC1
Screen / compound no.	33	34	35	36	37	38	39	40
A3A deaminase	3	-4	-1	-2	-1	4	0	0
mIAP activ	0.93	1	1.1	0.95	0.96	1.1	1	0.99
HKDC1 inh	3	-5	-6	-10	-2	-1	-3	5
PfGluPho inh	7	4	-3	1	1	-8	26	28
hIAP act	0.98	1	1.2	1	0.89	1.1	0.96	1
ATG4B inhibitor	-6	-5	1	3	-7	3	8	6
mIAP block	7	-3	-6	5	4	-8	-4	1
hIAP block	2	-2	-21	-2	11	-11	4	-2

# Three compounds already listed, arranged by SMILES length, high to low:
37	Cc1nc2[nH]c(=O)c3c(n2n1)NC1=C(C(=O)CC(C)(C)C1)C3c1ccccc1 (stereo not given)
36	C=CCNc1nc(Cl)nc(Nc2ccc([N+](=O)[O-])cc2)n1
33	O=C(CSc1nncs1)N1CCN(C(=O)c2ccco2)CC1
Screen / compound no.	37	36	33
A3A deaminase	-1	-2	3
mIAP activ	0.96	0.95	0.93
HKDC1 inh	-2	-10	3
PfGluPho inh	1	1	7
hIAP act	0.89	1	0.98
ATG4B inhibitor	-7	3	-6
mIAP block	4	5	7
hIAP block	11	-2	2

# Next part:
41	CCC(=O)Nc1nnc(/C=C/c2ccccc2)s1
42	CC(=O)Nc1cc2c(cc1C(C)=O)OCCO2
43	O=C(CCNC(=O)c1ccco1)Nc1ccc(OC(F)F)c(Cl)c1
44	COC(=O)[C@@H](NC(=O)N1CCN(c2cccc(C(F)(F)F)c2)CC1)C(C)C
45	O=C(NC(=S)Nc1sc2c(c1C(=O)O)CCCC2)c1ccccc1
46	NC(=O)C1CN(C(=O)c2cccc(S(=O)(=O)N3CCc4ccccc43)c2)c2ccccc2O1 (stereo not given)
47	N#CC1(NC(=O)COC(=O)c2cc(O)c3ccccc3c2O)CCCCC1
48	CCOC(=O)C(NC(=O)Nc1ccc(F)cc1F)(Oc1ccc(F)cc1)C(F)(F)F (stereo not given)
Screen / compound no.	41	42	43	44	45	46	47	48
A3A deaminase	-2	-3	1	0	-5	3	0	4
mIAP activ	0.95	0.88	1	0.94	0.91	0.95	0.94	0.97
HKDC1 inh	-2	-5	-4	-1	8	5	50*	-13
PfGluPho inh	-3	11	-2	-9	5	-20	59	3
hIAP act	1	0.89	1	1.2	1.1	0.94	0.8	1.1
ATG4B inhibitor	-15	-6	-20	-13	52*	-1	-4	3
mIAP block	5	12	0	6	9	5	6	3
hIAP block	-4	11	0	-18	-5	6	20	-10

49	Clc1cc2c(c(CSc3nc4ccccc4n4cccc34)c1)OCOC2
50	O=C(Cn1cc2c(n1)CCCC2)NCCCN1CCN(c2ccccc2F)CC1
51	O=C(c1ccc2nc(N3CCOCC3)sc2c1)N1CCN(c2ccc(Cl)cc2)CC1
52	Cc1nn(CC(=O)N(C)C2(C#N)CCCCC2)c(C)c1[N+](=O)[O-]
53	O=C(Nc1nnc(SCc2cccc(F)c2)s1)c1ccco1
54	C=C(C)CSC1=C(C#N)C(c2ccsc2)CC(=O)N1 (stereo not given)
55	CC(C)(C)c1ccc(C(=O)CSc2nc3ccccc3c(=O)[nH]2)cc1
56	Cc1ccc(N=C2S/C(=C/c3cccc(OCC(=O)O)c3)C(=O)N2C)cc1C
Screen / compound no.	49	50	51	52	53	54	55	56
A3A deaminase	0	2	-6	-4	1	0	0	-2
mIAP activ	1	0.99	0.99	0.95	1	1	0.87	1.1
HKDC1 inh	5	1	-2	2	14	1	9	2
PfGluPho inh	2	11	-2	-2	-16	4	-9	-29
hIAP act	0.92	0.98	1.2	1	0.98	1	1	1
ATG4B inhibitor	5	5	-1	-19	0	5	-1	18
mIAP block	0	1	1	5	0	-1	13	-5
hIAP block	8	2	-20	-4	2	0	0	-2

57	Cc1cc(C)c2nc(-c3ccccn3)cc(C(=O)NCc3cc(C)n(C)n3)c2c1
58	CCCCCNC(=O)CN(c1ccc2c(c1)OCO2)S(C)(=O)=O
59	COC(=O)C1=CO[C@@H](O[C@@H]2O[C@H](CO)[C@@H](O)[C@H](O)[C@H]2O)[C@H]2[C@@H]1C(=O)C[C@@H]2C
60	CC1CCN(S(=O)(=O)c2ccc(NC(=O)CN3CCCCCC3)cc2)CC1
61	COc1ccc(OC)c(-c2nn(-c3ccccc3)cc2C(=O)NCC(c2ccco2)N2CCCC2)c1 (stereo not given)
62	CN1C(=S)SC(/[N+]([O-])=C\c2ccccc2)C1(C)C (stereo not given)
63	O=C1c2ccccc2S(=O)(=O)N1Cc1c(F)cccc1Cl
64	O=C(NCc1ccccc1)C1=C[C@@H](C2CC2)C[C@@H](OCc2ccc(CO)cc2)O1
65	COc1ccc(C(C)C)cc1S(=O)(=O)N1CCC(C(=O)NCC2CCCO2)CC1 (stereo not given)
Screen / compound no.	57	58	59	60	61	62	63	64	65
A3A deaminase	4	-2	-3	-1	-5	-2	5	-1	-2
mIAP activ	1	0.83	0.9	1	1.1	1	0.99	0.97	0.99
HKDC1 inh	-3	-13	-9	1	-3	-3	-2	-6	3
PfGluPho inh	4	2	-10	-8	0	-9	4	-4	9
hIAP act	1.1	0.95	0.87	0.95	0.73	1	0.99	0.93	0.96
ATG4B inhibitor	-5	-1	7	9	0	-2	-11	-5	-6
mIAP block	0	17	10	-4	-6	-5	1	3	0
hIAP block	-10	5	13	5	26	-3	1	7	4

# Pulled by compound from the entries so far, three records:
63	O=C1c2ccccc2S(=O)(=O)N1Cc1c(F)cccc1Cl
62	CN1C(=S)SC(/[N+]([O-])=C\c2ccccc2)C1(C)C (stereo not given)
64	O=C(NCc1ccccc1)C1=C[C@@H](C2CC2)C[C@@H](OCc2ccc(CO)cc2)O1
Screen / compound no.	63	62	64
A3A deaminase	5	-2	-1
mIAP activ	0.99	1	0.97
HKDC1 inh	-2	-3	-6
PfGluPho inh	4	-9	-4
hIAP act	0.99	1	0.93
ATG4B inhibitor	-11	-2	-5
mIAP block	1	-5	3
hIAP block	1	-3	7
